DSG3 Ab inh: human desmoglein-3 autoantibody binding inhibition; P32926; DSG3-coupled beads, scFv-anti-DSG3-GFP binding, flow cytometry; stronger effect = lower value; AID 588358; binding (percent of control), % at 10 µM; 310,000 compounds, 0.48% hits;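 active means binding more than 3 SD below its plate's average and above zero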;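 further: hits lower antibody fragment binding to DSG3; some compounds called inactive have numbers as strong as hits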
Target sequence (P32926 whole entry, looked up, the tested form may be a part): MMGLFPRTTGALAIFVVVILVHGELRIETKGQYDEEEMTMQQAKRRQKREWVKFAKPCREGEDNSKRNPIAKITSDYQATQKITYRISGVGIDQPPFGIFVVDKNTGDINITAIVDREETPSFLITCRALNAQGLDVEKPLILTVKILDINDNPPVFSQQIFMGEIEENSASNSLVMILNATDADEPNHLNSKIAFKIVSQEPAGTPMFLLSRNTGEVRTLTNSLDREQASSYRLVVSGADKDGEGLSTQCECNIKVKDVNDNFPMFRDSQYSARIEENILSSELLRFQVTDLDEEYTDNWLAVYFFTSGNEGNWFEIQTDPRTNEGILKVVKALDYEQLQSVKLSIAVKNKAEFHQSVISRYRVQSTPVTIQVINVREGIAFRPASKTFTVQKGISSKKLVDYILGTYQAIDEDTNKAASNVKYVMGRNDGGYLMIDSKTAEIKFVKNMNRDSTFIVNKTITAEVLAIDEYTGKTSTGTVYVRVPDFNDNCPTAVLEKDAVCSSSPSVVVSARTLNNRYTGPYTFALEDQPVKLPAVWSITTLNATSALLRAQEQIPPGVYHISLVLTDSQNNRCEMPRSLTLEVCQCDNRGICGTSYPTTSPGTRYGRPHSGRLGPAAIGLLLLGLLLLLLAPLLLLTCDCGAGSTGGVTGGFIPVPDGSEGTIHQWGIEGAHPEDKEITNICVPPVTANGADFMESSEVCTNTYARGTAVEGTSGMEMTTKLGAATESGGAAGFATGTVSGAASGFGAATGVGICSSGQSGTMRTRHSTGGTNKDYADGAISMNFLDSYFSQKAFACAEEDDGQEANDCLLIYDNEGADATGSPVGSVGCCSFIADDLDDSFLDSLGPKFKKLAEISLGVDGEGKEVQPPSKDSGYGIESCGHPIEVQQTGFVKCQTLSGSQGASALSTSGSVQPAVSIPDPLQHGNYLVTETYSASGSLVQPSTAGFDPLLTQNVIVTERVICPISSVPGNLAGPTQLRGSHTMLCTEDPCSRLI
AddAB inh: less growth of phage-infected E. coli with AddAB; E. coli expressing H. pylori AddAB, absorbance growth; inhibition, % at 11.9 µM; 330,000 compounds, 0.29% hits; AID 435030; in the data active means inhibition above about 12%;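 further: 0% = vehicle wells of infected cells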
HTR5A ag: counter-screen for OPRM1-OPRD1 agonists: human HTR5A agonism; P47898; activation, % at 9.3 µM; HTR5A agonist assay, luminescence, cell-based; AID 504692; 340,000 compounds, 0.61% hits; in the data active means activation mostly above about 9.5%, no sharp cut-off; inactive means mostly below about 7.6%;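 further: 0% = cells with vehicle only and 100% = reference agonist; strong numbers were not always called active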
PKA-R1A activ: activators of PKA-R1A complex; P00514+P68181; PKA-R1A dissociation, Cy5-IP20 fluorescence polarization; scaled: DMSO 0%, 113 µM cGMP 100%; activation, % at 11.4 µM; 340,000 compounds, 0.083% hits; AID 504707;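 active means percent activation above the mean of all tested compounds plus 3 SD, cut at about 19% in these data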;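 further: higher means more PKAc released from R1A so a rise in polarization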
PfHsp90 set2: reduces growth (ATP signal) of yeast expressing P. falciparum Hsp90; inhibition, % at 9.4 µM; S. cerevisiae expressing PfHsp90, BacTiter-Glo ATP, 48 h; yeast lacking PDR1 and PDR3 efflux regulators; AID 504621; 310,000 compounds, 0.32% hits;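 active means every replicate shows inhibition above about 80%, whatever the replicate mean, limit read from the data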;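 further: 0% = DMSO neutral controls and 100% = 20 µM radicicol positive controls; yeast relying on Plasmodium falciparum Hsp90 in place of its own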
OPRM1-OPRD1 ag: agonists of human mu-delta opioid receptor heterodimerization; 340,000 compounds, 0.3% hits; activation, % at 9.3 µM; cells, OPRM1-OPRD1 heterodimerization, luminescence; P35372+P41143; in the data active means activation above about 18%;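 further: 0% = vehicle-treated cells and 100% = reference agonist; values of inactives mirror those of a sister screen read the other way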
phage Ecoli inh: E. coli growth loss with phage present | 360,000 compounds, 0.26% hits | AID 651602 | growth absorbance | inhibition, % at 11.9 µM; in the data active means inhibition above about 11%
HTR5A inv ag: HTR5A inverse agonism, opioid heterodimer counter-screen | P47898 | HTR5A cell line, luminescence | AID 504634 | 340,000 compounds, 0.083% hits | inhibition, % at 9.3 µM; in the data active means inhibition mostly above about 23%, no sharp cut-off; inactive means mostly below about 18%;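 further: 0% = cells with DMSO and 100% = no-cell wells with DMSO; some compounds called inactive have numbers as strong as hits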
Ecoli viability: bacterial growth inhibition, counter-screen for AddAB inhibitors. 330,000 compounds, 0.27% hits. AID 449728. E. coli V3065 growth, OD600 absorbance, 18 h. inhibition, % at 11.9 µM;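 active means inhibition above the campaign's mean inhibition across all tested compounds plus 3 SD, cut at about 9.9% in these data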;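 further: uninfected addAB+ strain grown without phage in ampicillin broth; 0% = DMSO wells and 100% = ciprofloxacin 0.95 µg/ml wells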
SUMO Mot1 rescue: blocks SUMOylation pathway, rescuing yeast Mot1-301 growth | AID 2716 | S. cerevisiae Mot1-301 growth rescue, ATP luminescence, 38.5C; percent above DMSO median, 100 means doubled | growth rescue, % at 18.8 µM | 320,000 compounds, 1% hits;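 active means every valid replicate shows activation above 250% relative to neutral control wells; inactive means the rest, any valid replicate at or below 250%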;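 further: OY570 slx delta 5 strain wells were the positive control but not used for scaling; some compounds called inactive have numbers as strong as hits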
OPRM1-OPRD1 inv: inverse agonist of human OPRM1-OPRD1 heterodimerization; P35372+P41143; cell-based MOR-DOR heterodimer luminescence, inverse agonism; inhibition, % at 9.3 µM; 340,000 compounds, 0.21% hits; in the data active means inhibition above about 22%, passing the limit was not always enough;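 further: 0% = cells with DMSO and 100% = wells without cells with DMSO; values of inactives mirror those of a sister screen read the other way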
* = called active by the depositor; nt = not tested or not shown.

SMILES	DSG3 Ab inh	AddAB inh	HTR5A ag	PKA-R1A activ	PfHsp90 set2	OPRM1-OPRD1 ag	phage Ecoli inh	HTR5A inv ag	Ecoli viability	SUMO Mot1 rescue	OPRM1-OPRD1 inv
COc1cccc(NC(=S)N(CCCN2CCOCC2)Cc2cn(C)c3ccccc23)c1	129	1.0	-4	-4	19	-2.4	1.5	8	-1.1	-11	13
Cc1ccc(NC(=O)CS(=O)CC(=O)Nc2ccccc2-c2ccc(C)o2)cc1 (centres undefined)	107	-0.1	-3	-2	2	-6.3	-1.8	8	-1.7	-10	35*
Cc1ccccc1NC(=O)CNc1ccccc1N1CCCCC1	nt	0.5	0	-18	nt	7.8	-0.9	-16	-1.1	7	-42
CCOCCCn1c(SCC(=O)Nc2ccc(NC(C)=O)cc2)nc2ccccc2c1=O	96	nt	-5	-8	-7	-2.7	1.5	19	nt	2	13
CC1C(=O)Nc2ccccc2N1C(=O)c1ccc(O)cc1 (centres undefined)	100	1.4	-4	-5	5	-3.3	0.8	14	1.4	-8	15
COc1ccc(Cn2cccc(NC(=O)Nc3ccc(C#N)cc3)c2=O)cc1	98	-1.5	4	-8	-74	11	0.9	-12	-0.9	12	-61
C[C@H](CO)N1C[C@H](C)[C@@H](CN(C)Cc2ccccc2)Oc2c(NS(=O)(=O)c3cn(C)cn3)cccc2C1=O	104	0.1	6	4	12	0.5	3.5	10	0.6	21	-3
CN(/N=C/c1ccc(Cl)cc1)c1ncc(Cl)cc1C(F)(F)F	nt	0.7	2	-2	-21	-0.4	0.3	-6	1.2	5	2
COc1ccc(S(=O)(=O)Nc2cccnc2)c(Cl)c1Cl	109	2.5	-1	0	nt	-3.3	-1.4	-11	-0.1	66	16
CC1CC(C)CN(S(=O)(=O)N2CCC(C(=O)NCCc3ccccc3)CC2)C1 (centres undefined)	97	3.4	-1	-11	14	-0.4	-0.2	6	2.5	4	2
Cc1ccc(/C=C/c2nc3ccccc3[nH]2)o1	96	1.4	2	-5	27	-0.7	0.0	18	0.2	20	3
O=C(O)CSc1nccn1-c1cccc(Cl)c1	105	1.9	2	-3	-7	-1.9	1.7	-7	-2.0	-12	11
Cn1nc(CC(=O)Nc2ncc(Br)s2)c2ccccc2c1=O	nt	0.7	0	-9	-8	1.2	-0.2	-5	-0.7	0	-6
O=C(NC1CCCCC1)[C@@H]1CSC2c3ccccc3C(=O)N21 (some centres undefined)	105	3.2	-2	-4	-1	-0.4	2.1	7	0.7	-3	2
O=[N+]([O-])c1cccc(-c2cc(C(F)(F)F)n3nc(-c4ccccc4)cc3n2)c1	112	1.8	-4	-13	-14	-2.6	3.3	-7	0.2	14	14
Nc1n[nH]c(N)c1N=Nc1ccc(Cl)cc1	99	-0.2	5	-1	19	3.3	2.7	-13	-2.1	1	-17
CN(CC(=O)NCCc1ccc(S(N)(=O)=O)cc1)S(=O)(=O)/C=C/c1ccccc1	nt	1.1	3	-8	-5	-0.1	-0.1	2	-1.8	3	0
O=C(N/N=C\C1CC=CCC1)c1ccc(Br)o1 (centres undefined)	104	1.4	7	-2	23	-0.8	0.4	-18	2.8	-5	3
O=[N+]([O-])c1ccccc1C=NN1CCCCCC1	97	nt	3	12	nt	0.7	-0.7	-12	nt	nt	-4
CCCN1C2CCCC1CC(NC(=O)c1ccccc1)C2 (centres undefined)	105	0.5	2	-13	-9	-0.7	3.4	-7	2.5	-15	4
O=C(CN1C(=O)C(=O)c2ccccc21)NC1CCCCC1	102	1.0	-5	-6	-23	-9.6	3.9	12	-1.8	27	47*
CN1CCN(/N=C2/C(=O)Nc3ccc([N+](=O)[O-])cc32)CC1	91	-2.1	-2	0	6	-1.9	-0.9	5	-4.0	-1	10
CCN(Cc1ccccc1)C(=O)c1ccc(C)c(S(=O)(=O)N2CCCCC2)c1	104	-2.5	3	-9	-7	-1.9	-0.1	-7	-2.6	-17	7
Cn1cnnc1SCC(=O)NC1CC1	94	0.1	-3	-2	nt	-1.5	1.9	10	-0.7	-8	8
CSc1ccccc1C(=O)Nc1ccc2c(c1)OCCO2	104	1.3	-2	-1	-33	-1.6	0.6	-23	0.2	12	7

Continued; it opens with the 3 that closed the last part.
SMILES	DSG3 Ab inh	AddAB inh	HTR5A ag	PKA-R1A activ	PfHsp90 set2	OPRM1-OPRD1 ag	phage Ecoli inh	HTR5A inv ag	Ecoli viability	SUMO Mot1 rescue	OPRM1-OPRD1 inv
CCN(Cc1ccccc1)C(=O)c1ccc(C)c(S(=O)(=O)N2CCCCC2)c1	104	-2.5	3	-9	-7	-1.9	-0.1	-7	-2.6	-17	7
Cn1cnnc1SCC(=O)NC1CC1	94	0.1	-3	-2	nt	-1.5	1.9	10	-0.7	-8	8
CSc1ccccc1C(=O)Nc1ccc2c(c1)OCCO2	104	1.3	-2	-1	-33	-1.6	0.6	-23	0.2	12	7
CCCCN(CCCC)CCCNC(=O)C1CC(c2cc(C(F)(F)F)cc(C(F)(F)F)c2)=NO1 (centres undefined)	100	1.9	1	3	nt	-1.2	3.5	-12	-0.5	-6	6
Cc1cc(C)n2nc(SCC(=O)NCc3ccco3)nc2n1	100	2.0	3	8	nt	-2.8	0.7	-19	0.9	1	14
Cc1nccn1CC(=O)c1ccc(O)c(O)c1	97	-3.2	-2	7	9	-1.0	-3.0	16	-3.0	-7	5
CCC(C)c1ccc(S(=O)(=O)N2CCN(CC(O)COCC3CCCO3)CC2)cc1 (centres undefined)	98	nt	-4	1	3	-1.9	1.7	11	nt	nt	10
COc1ccc(C)cc1NS(=O)(=O)c1cccc2nonc12	nt	4.1	4	-9	-6	-0.9	0.5	21	0.9	56	5
O=C(CSc1nccn1-c1ccccc1)NCc1ccc(F)cc1	nt	4.8	1	4	-10	-1.0	2.9	48	3.5	2	5
CC(=O)c1ccccc1NC(=O)CN1C(=O)NC2(CCCCCCC2)C1=O	101	nt	-1	5	-4	-1.7	3.1	4	nt	nt	9
CC(C)CCn1cnc2c([nH]c3cccc(Cl)c32)c1=O	109	0.7	-2	2	-3	7.1	-3.2	5	0.3	-4	-41
COC(=O)c1ccc(CSc2nc(C(F)F)cc(C)c2C#N)o1	nt	-1.1	-3	-6	8	1.2	3.6	7	-0.2	1	-6
CC(C)C[C@H]1CN=C(Nc2ccccc2)N1CC(C)C	104	2.9	-1	-5	-12	-1.6	1.9	3	-2.0	-3	9
Cc1ccc(NS(=O)(=O)c2c(C(=O)N3CCOCC3)c(C)n(C)c2C)cc1C	95	2.2	-5	11	-1	-2.6	-1.3	18	0.5	481	13
Oc1ccccc1C1CC(c2cccs2)=NC(c2ccc(Cl)cc2)N1 (centres undefined)	108	0.7	0	1	-19	-2.1	3.1	-25	0.8	-12	10
CC(=O)Nc1ccc(S(=O)(=O)Nc2ccccc2C(=O)N2CCOCC2)cc1	102	3.4	-1	8	-1	-2.8	0.9	-19	1.5	-17	15
COc1ccc2oc(C(=O)CCC(=O)O)c(N)c2c1	107	-1.4	0	5	11	1.6	3.1	19	3.4	-21	-9
Cc1cc(C=O)c(C)n1-c1ccc(NC2CCCC2)c([N+](=O)[O-])c1	101	2.7	2	-8	-55	2.2	3.4	-6	2.5	79	-11
CN(C(=O)Cc1ccccc1)n1cnnc1	100	1.4	-1	3	21	-1.3	1.0	1	-3.3	17	7
CCCCNC(=O)N1CCN(Cc2ccc(F)cc2)CC1	94	4.0	-2	0	4	-3.7	5.5	4	4.7	6	17
Cc1cc(C)nc(Nc2nc(-c3ccccc3)cs2)n1	99	2.1	2	3	-29	1.7	1.5	-31	0.6	-23	-8
O=C(CCc1nnc(CCCCc2ccccc2)o1)N1CCCCC1CCO (centres undefined)	97	4.8	1	0	-3	-0.6	-2.0	-3	1.6	19	3
CC(C)(C)c1ccccc1NC(=O)c1ccco1	86	5.4	4	10	-9	-0.2	1.2	3	1.3	-4	1
CN1CCN(c2ccccc2NC(=O)c2ccc(F)cc2)CC1	96	0.7	0	6	-11	-3.9	1.2	-1	0.3	3	21
COc1cc2cc(CN(CCc3cccc(C)c3)C(=S)NCCCN(C)C)c(=O)[nH]c2cc1OC	101	3.1	10	-3	16	-0.7	3.2	-5	0.0	-6	4
CCOCCCNCC(=O)Nc1ccccc1N1CCOCC1	102	0.9	1	0	23	-0.4	1.0	-25	-2.1	6	2

In the list so far, these contain an aryl thioether with sulfur outside any ring:
SMILES	DSG3 Ab inh	AddAB inh	HTR5A ag	PKA-R1A activ	PfHsp90 set2	OPRM1-OPRD1 ag	phage Ecoli inh	HTR5A inv ag	Ecoli viability	SUMO Mot1 rescue	OPRM1-OPRD1 inv
CCOCCCn1c(SCC(=O)Nc2ccc(NC(C)=O)cc2)nc2ccccc2c1=O	96	nt	-5	-8	-7	-2.7	1.5	19	nt	2	13
O=C(O)CSc1nccn1-c1cccc(Cl)c1	105	1.9	2	-3	-7	-1.9	1.7	-7	-2.0	-12	11
Cn1cnnc1SCC(=O)NC1CC1	94	0.1	-3	-2	nt	-1.5	1.9	10	-0.7	-8	8
CSc1ccccc1C(=O)Nc1ccc2c(c1)OCCO2	104	1.3	-2	-1	-33	-1.6	0.6	-23	0.2	12	7
Cc1cc(C)n2nc(SCC(=O)NCc3ccco3)nc2n1	100	2.0	3	8	nt	-2.8	0.7	-19	0.9	1	14
O=C(CSc1nccn1-c1ccccc1)NCc1ccc(F)cc1	nt	4.8	1	4	-10	-1.0	2.9	48	3.5	2	5
COC(=O)c1ccc(CSc2nc(C(F)F)cc(C)c2C#N)o1	nt	-1.1	-3	-6	8	1.2	3.6	7	-0.2	1	-6

From PubChem
